CHOP UPR activ: activators of apoptotic CHOP UPR arm, primary screen, cell-based, CHO-CHOP luciferase reporter, luminescence, uHTS; UPR activation; percent of tunicamycin response over DMSO baseline; activation, % at 10 µM; 330,000 tested, 0.34% active;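 active = at 10 µM dose, activation of 40% or more, normalized to positive control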;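 note: 100% = tunicamycin at 10 µg/mL and 0% = DMSO alone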
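Test system: CHO-CHOP cells, stable luciferase reporter of PERK-eIF2a-CHOP signalling | Quantity: 500 CHO-CHOP cells per well | Buffer or medium: F12 plus 10% serum | Compound dosing: 10 µM single point, 0.5% DMSO | Schedule: 6 h compound treatment, 37 °C | Signal: Luciferase luminescence | Control set: Tunicamycin high control, DMSO low control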
APJ antag: antagonists of human apelin receptor APJ, primary screen, CHO-K1 cells, beta-arrestin complementation, luminescence. P35414. inhibition, % at 20 µM. 330,000 tested, 0.32% active. AID 2521, 2010;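 active = inhibition above about 40% at 20 µM, limit read from the data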;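 note: cells challenged with 10 nM apelin-13 agonist together with compound; plate controls were apelin-13 plus DMSO wells for no effect and DMSO wells lacking apelin-13 for full effect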
Target sequence (P35414 whole entry, looked up): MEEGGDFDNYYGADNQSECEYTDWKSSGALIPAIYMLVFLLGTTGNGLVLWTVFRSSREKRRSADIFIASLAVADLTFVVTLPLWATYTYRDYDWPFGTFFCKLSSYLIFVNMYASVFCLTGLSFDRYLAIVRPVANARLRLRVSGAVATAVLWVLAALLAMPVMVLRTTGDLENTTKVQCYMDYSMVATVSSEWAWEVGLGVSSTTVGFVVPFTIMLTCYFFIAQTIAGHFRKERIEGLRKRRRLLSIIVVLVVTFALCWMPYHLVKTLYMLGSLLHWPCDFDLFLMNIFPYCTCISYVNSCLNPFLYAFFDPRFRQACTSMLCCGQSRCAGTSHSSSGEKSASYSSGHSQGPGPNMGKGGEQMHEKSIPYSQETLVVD
CCR6 antag: CCR6 receptor antagonists, primary screen, cell-based, CHO-K1, luminescence, beta-arrestin, uHTS | inhibition, % at 20 µM | CHO-K1 CCR6 PathHunter beta-arrestin, CCL20-stimulated | 340,000 tested, 0.49% active | AID 493098, 2011 | C-C chemokine receptor type 6 (Homo sapiens), P51684;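 active = compounds whose inhibition of the agonist-driven luminescence signal at 20 µM reaches about 50%, limit read from the data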;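 note: cells stimulated with CCL20 at 14 nM final; plate controls were DMSO with CCL20 for no effect and DMSO without agonist for full effect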
CXCR6 block: CXCR6 receptor inhibitors, primary screen, cell-based, beta-arrestin, luminescence, CHO-K1 PathHunter, 1536-well; inhibition, % at 20 µM; C-X-C chemokine receptor type 6 (Homo sapiens), O00574; 360,000 tested, 0.36% active; in the data active = inhibition above about 34%, passing the limit was not always enough;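 note: antagonist mode with CXCL16 agonist at 10 nM final; 0% = 10 nM CXCL16 with DMSO and 100% = unstimulated wells without agonist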
tim23-1 inh: growth inhibitors of tim23-1 mutant yeast, primary screen, luminescence, uHTS; 330,000 tested, 1.3% active; inhibition, % at 20 µM; S. cerevisiae tim23-1 growth, BacTiter-Glo luminescence, 24 h; AID 463212, 2010;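 active = growth inhibition of the mutant yeast at or above 50%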;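 note: temperature-sensitive mutant grown at 25 °C; plate controls were DMSO-treated mutant yeast for no effect and medium wells lacking yeast for full effect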
UPR XBP1 act: activators of adaptive XBP1 UPR arm, primary screen, cell-based, CHO-XBP1 luciferase reporter, luminescence, uHTS; IRE1-XBP1 UPR activation; percent of tunicamycin response, DMSO as zero; activation, % at 20 µM; 330,000 tested, 0.33% active;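 active = versus positive control, 20 µM dose yields 30% or more activation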;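 note: 100% = tunicamycin at 10 µg/mL and 0% = DMSO only wells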
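Test system: CHO-XBP1 luciferase reporter cells | Buffer or medium: Serum-containing F12 medium, 10% FBS | Schedule: 6 h compound exposure at 37 °C, 5% CO2 | Detection: Steady-Glo luciferase glow luminescence, 10 min after reagent addition | Read-out basis: Activation, % of tunicamycin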
APJ agonist: agonists of human apelin receptor APJ, primary screen, CHO-K1 cells, PathHunter beta-arrestin, luminescence | 330,000 tested, 0.11% active | 0% DMSO wells, 100% apelin | P35414 | AID 2520, 2010 | activation, % at 20 µM;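 active = activation more than six SD over the plate average, tested at 20 µM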;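 note: 0% = DMSO alone and 100% = apelin-13 at 10 nM; some results filed as inactive read as strong as hits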
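Assay system: engineered CHO-K1 APJ arrestin reporter cells; Amount: 1000 CHO-K1 reporter cells seeded per well; Dosing: one dose, 20 µM compound, 1% DMSO; Times: compound stimulation 90 min at 25 °C, detection 60 min; Measured by: luminescent beta-gal fragment complementation, chemiluminescent substrate; Read-out: APJ–arrestin association signal; Controls: DMSO vs Apelin-13 10 nM.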
Mdm2 MdmX PPI: inhibitors of human Mdm2-MdmX association, primary screen, cell-based, luminescence, split luciferase, SaOS-2, uHTS; SaOS-2 split-luciferase Mdm2/MdmX complementation; inhibition, % at 8 µM; 330,000 tested, 3% active;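 active = inhibition of at least 50% at 8 µM in the primary screen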
EBI2 antag: EBI2 receptor antagonists, beta-arrestin recruitment, primary screen, cell-based, luminescence, 7a,25-OHC stimulation, uHTS | 7a,25-OHC stimulated | 360,000 tested, 0.81% active | AID 651636, 2012 | G-protein coupled receptor 183 (Homo sapiens), P32249 | inhibition, % at 5 µM; in the data active = inhibition above about 38%;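 note: enzyme fragment complementation signal reports receptor beta-arrestin coupling in cells; 0% = agonist plus DMSO wells and 100% = wells without agonist; some results beyond the cut were filed as inactive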
Target sequence (P32249 whole entry, looked up, the tested form may be a part): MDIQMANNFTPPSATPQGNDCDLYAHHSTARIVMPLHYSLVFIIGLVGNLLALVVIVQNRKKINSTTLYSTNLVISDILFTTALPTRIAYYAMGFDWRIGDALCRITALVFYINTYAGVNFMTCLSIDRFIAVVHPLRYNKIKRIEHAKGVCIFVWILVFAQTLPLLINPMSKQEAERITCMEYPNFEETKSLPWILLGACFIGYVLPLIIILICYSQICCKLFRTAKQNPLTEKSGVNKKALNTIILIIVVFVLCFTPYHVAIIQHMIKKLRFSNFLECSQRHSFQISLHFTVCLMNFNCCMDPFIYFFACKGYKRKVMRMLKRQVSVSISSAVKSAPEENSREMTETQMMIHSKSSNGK
* marks the source's active call; other numbers are inactive results; . = no result given. An excerpt. The share of hits here may be higher or lower than overall.

Values in the order – CHOP UPR activ	APJ antag	Mdm2 MdmX PPI	CCR6 antag	CXCR6 block	APJ agonist	EBI2 antag	tim23-1 inh	UPR XBP1 act
CCCOc1ccc(-c2cc3onc(-c4ccccc4)c3c(=O)n2C)cc1
    2.5	17	-73	4	0	0	10	15	-4
COc1ccccc1/C=C(\C)C(=O)c1c(C)cc(C)[nH]c1=O
    0.1	-1	24	8	7	-4	-13	-5	-4
CCCC(C)C1c2c(c(C)c(C)oc2=O)Oc2c(C)c(C)oc(=O)c21 (configuration not stated)
    -0.3	-6	-8	6	5	1	-2	24	0
CCOC(=O)c1cc2c(ccn2C)n1CC(=O)N(CC)CC
    0.7	-5	-6	3	-10	-4	-7	13	1
Cc1cc(NC(=O)Nc2c[nH]c(=O)[nH]c2=O)ccc1Br
    -0.3	1	7	2	-2	-1	-2	7	-1
CC(C)C(=O)Nc1ccc(-c2nnc(-c3ccccc3)o2)cc1
    0.6	9	-112	1	1	-2	17	17	-3
CC1(C)C(c2ccccc2)=NC(c2ccc(Br)cc2)N1O (configuration not stated)
    -1.1	77*	21	58*	34	-11	20	-3	-3
CCCSc1nc(C)c(CC(=O)OCC)c(=O)[nH]1
    0.6	13	-12	-3	-6	1	-7	8	1
FC(F)(F)c1cccc(OCc2nnc3n2CCC3)c1
    5.7	13	2	8	-4	0	-4	11	0
CSc1ccccc1NC(=O)Cc1ccccc1[N+](=O)[O-]
    -1.5	8	3	2	-6	-3	-3	-1	-3
COc1ccc2cc(C(=O)NCc3ccccc3)[nH]c2c1
    2.3	7	10	9	-6	-1	5	6	0
CC(=O)Nc1ccc(S(=O)(=O)N[C@@H](C)C(=O)NC2CCCc3ccccc32)cc1 (some centres not stated)
    -0.6	-3	11	10	-8	0	-2	-5	-3
COc1ccc(-c2nn(-c3ccccc3C)cc2CNC(C)Cn2cncn2)cc1F (configuration not stated)
    0.3	17	19	4	-1	0	-3	12	-3
C/C(=N\O)C(=O)C(CN1CCCCC1)CN1CCCCC1
    -6.0	42*	22	51*	24	-1	-5	6	-9
CCC1(CC)C(=O)C2=C3C1[C@H](C(=O)OC)CC(C(=O)OC)C[C@H]3[C@H]1C(=O)N(c3ccccc3)C(=O)[C@H]1[C@H]2C (some centres not stated)
    -0.8	12	24	1	-1	5	-7	24	3
COc1cc(C2SCC(=O)N2c2c(C)n(C)n(-c3ccccc3)c2=O)ccc1O (configuration not stated)
    -1.4	-3	-4	-9	-1	-4	-4	-5	-3
COCCNC(=O)C(=O)Nc1cc2c3c(c1)CCC(=O)N3CCC2
    -2.5	9	-4	1	-10	-3	4	1	-4
O=C(CSc1ccc2nc(-c3ccccc3)cn2n1)NCC1CCCO1 (configuration not stated)
    2.3	26	-1	-6	1	-2	6	21	0
O=C(NCc1ccccc1)C(c1ccc(F)cc1)N(Cc1ccc2c(c1)OCO2)C(=O)Cn1nnc(-c2cccs2)n1 (configuration not stated)
    -1.1	-15	19	10	11	-2	9	-5	1
COc1ccc(C(=O)Nc2nc(CC(=O)NCCc3ccccc3OC)cs2)cc1
    2.1	13	17	12	-12	6	-1	22	-1
CCOCCCNC(=S)N1CCC(NC(=O)C23CC4CC(CC(C4)C2)C3)CC1
    0.6	0	7	9	-2	0	1	6	-3
O=C(c1ccc(F)cc1)n1c(NCc2ccccc2)n[nH]c1=S
    0.7	16	11	-6	-9	-1	6	-32	1
Cn1c(=O)c2c(ncn2CC(=O)OCC(=O)NC(c2ccccc2)c2ccccc2)n(C)c1=O
    0.6	-4	1	-15	-4	-4	-4	3	-1
Cn1c(COc2nnc(-c3ccc(Cl)cc3)c3ccccc23)nc2ccccc21
    -2.4	2	30	8	12	-4	6	30	13
Cc1ccc(NC(=O)CC(O)(C(F)(F)F)C(F)(F)F)c(Br)c1
    -0.5	13	-4	1	-4	-2	-4	32	-2
CC(=O)c1c(C)[nH]c(C(=O)N2CCN(S(=O)(=O)c3ccc(C)cc3C)CC2)c1C
    -1.2	-11	21	8	-8	0	27	17	-3
COc1cccc(OCC(=O)NNC(=O)Cc2cccs2)c1
    -1.0	-3	-24	8	-14	-4	-11	9	-2
CCCCCCCCC(=O)N/N=C(\C)c1ccc(O)cc1O
    -2.8	-1	49	6	-8	-2	1	5	-1
O=C(NC1CCCC1)C1(c2ccccc2)CCN(S(=O)(=O)c2ccccc2)CC1
    -0.4	-10	-12	2	6	-4	11	26	-1
Cc1ccc(O)c(NC(=O)CSc2ccc(Cl)cc2)c1
    0.1	7	26	21	6	-4	15	0	1

Quoted from the listing:
Result for CC(=O)c1c(C)[nH]c(C(=O)N2CCN(S(=O)(=O)c3ccc(C)cc3C)CC2)c1C in CXCR6 block: -8
Result for CCCCCCCCC(=O)N/N=C(\C)c1ccc(O)cc1O in tim23-1 inh: 5

(further entries)
Values in the order – CHOP UPR activ	APJ antag	Mdm2 MdmX PPI	CCR6 antag	CXCR6 block	APJ agonist	EBI2 antag	tim23-1 inh	UPR XBP1 act
CC1CCN(C(=O)COc2ncnc3ccccc23)CC1
    -2.0	-5	3	12	-5	-3	2	-1	-2
O=C(CCl)N1c2ccccc2OCC1c1ccccc1 (configuration not stated)
    22	-14	13	-6	-8	-3	7	46	-5
Cc1cc(C)c2nc(N(CCN(C)C)C(=O)c3ccc(S(=O)(=O)N(C)CC4CCCO4)cc3)sc2c1 (configuration not stated)
    -0.8	-24	-27	10	11	3	5	22	-4
O=C(COC(=O)CCc1nc2ccccc2c(=O)[nH]1)Nc1c(Cl)cccc1C(F)(F)F
    -1.7	-32	-23	2	4	-7	2	-8	-4
Cc1nc(S(=O)(=O)c2ccc(Cl)cc2Cl)nc2c1CCC2
    0.3	22	22	1	-4	-2	12	19	2
CC(C)(O)C#Cc1ccc(CN2CCN(Cc3ccsc3)C(CCO)C2)s1 (configuration not stated)
    -2.2	1	26	16	-6	-3	-10	6	0
COC(=O)/C=C/COc1ccccc1[N+](=O)[O-]
    5.2	10	10	16	-3	-1	-5	-26	1
Cc1ccccc1-c1nc2c(s1)CCc1onc(-c3cccc([N+](=O)[O-])c3)c1-2
    1.2	17	-17	13	5	2	-1	13	-1
CC(=O)NS(=O)(=O)c1ccc(N=NN2CCOCC2)cc1
    -1.4	7	-30	8	-1	0	-4	2	-1
O=C(CSc1ccc([N+](=O)[O-])cn1)Nc1nccs1
    1.3	4	7	12	-8	5	-9	14	-3
Cc1ccccc1CNC(=O)c1ccc2nc(N3CCOCC3)sc2c1
    7.0	-61	15	4	7	-1	11	5	2
COc1ccccc1CNC(=O)C1CC(=O)N(C2CCCC2)C1 (configuration not stated)
    2.6	12	11	-4	0	2	0	8	0
Cc1cc(C(=O)NNS(=O)(=O)c2ccccc2C(F)(F)F)nn1C(C)(C)C
    -0.6	4	19	-8	9	2	0	16	-1
CCC(C)(C)n1nnnc1C(c1ccc(C)cc1)N1CCN(Cc2ccc3c(c2)OCO3)CC1 (configuration not stated)
    1.0	6	28	12	12	-7	14	13	1
Cc1cc(NC(=O)CCC(=O)N(c2ccccc2C)C(C(=O)NC2CCCC2)c2ccccc2)no1 (configuration not stated)
    1.0	3	14	19	0	-2	4	-6	2
COc1cc(OCc2ccccc2)c(C(=O)/C=C/c2ccc3c(c2)OCO3)c(OC)c1OC
    1.4	-12	70*	16	3	1	22	23	1
COc1ccccc1N1CCN(C(=O)CN2C(=O)c3cccc4cccc(c34)C2=O)CC1
    -0.2	8	-10	4	2	-1	13	29	-3
COCCC1CCCCN1C(=O)c1cccc(OC2CCN(S(C)(=O)=O)CC2)c1 (configuration not stated)
    0.4	14	28	14	1	-2	-1	-1	-4
CN(c1ccc(OCc2nnc(-c3ccccc3)o2)cc1)S(=O)(=O)c1ccccc1
    0.1	-6	5	32	0	-2	20	24	0
CC(C)c1cc(C(=O)O)n(-c2ccccc2)n1
    -2.3	13	7	1	-9	-1	-20	9	-2
O=C(COC(=O)c1ccc(Br)o1)NCc1ccco1
    -0.3	12	16	4	2	-5	3	-12	2
COc1cc(/C=N/N=C/c2cc(OC)c(O)c(OC)c2)cc(OC)c1O
    1.2	-2	-12	-4	9	-1	-5	2	-1
N#CC12CCCCC1CC1CCCCC1(C#N)N2Cc1cccnc1 (configuration not stated)
    -3.3	20	-8	31	12	-10	2	7	2
CCOC(=O)N1CCN(C(=O)c2ccc(N3C(=O)CCC3=O)cc2)CC1
    -2.0	-7	6	5	2	-2	-9	-8	0
Cc1ccccc1CNC1CCCCC1
    -0.1	-1	-9	9	-10	-2	-10	5	-1
CC(=O)Oc1ccc(C(=O)NCc2ccco2)cc1
    -0.2	-10	27	-1	6	-3	-4	4	-5
CCCCC(CC)CNCc1cccn1CCN1CCOCC1 (configuration not stated)
    2.1	2	2	11	6	-3	3	14	-3
COc1ccc(OC)c(S(=O)(=O)Nc2ccc(O)c(Sc3ncn[nH]3)c2)c1
    0.8	-1	4	13	-2	0	-8	-4	-1
CCOC(=O)C1CSc2[nH]c(=O)sc2C1c1ccccc1 (configuration not stated)
    -1.2	3	9	11	12	4	-1	37	-1
Cc1ccc(CNC(=O)[C@@H](NC(=O)Cc2ccccc2)C(C)C)cc1
    0.2	6	33	-3	5	1	-3	8	-2
NCCc1ccn[nH]1
    -0.1	18	7	18	-1	1	-3	-1	-5
Cc1c(Cl)cccc1NC(=S)NN
    -0.3	-3	5	5	6	-4	3	12	4
N#Cc1nc(-c2ccc(F)cc2)oc1NCCN1CCOCC1
    3.0	4	8	1	-10	-2	-1	-10	2
COc1ccc(/C=C2/SC(=O)N(CCCCCC(=O)Nc3ccccc3C(=O)O)C2=S)cc1
    -1.4	26	-5	16	2	-3	-7	36	0
CN(C)c1ccc(/C=c2\sc3nc(-c4ccccc4)nn3c2=O)cc1
    1.3	1	1	.	.	-2	.	-3	0
Cc1ccc(NC(=O)CSc2nnc(-c3cccs3)n2Cc2ccco2)cc1
    -2.3	15	-25	20	3	-4	5	22	5

Assay outcomes from PubChem.
